EPAC1 agonist: agonists of human EPAC1; O95398; EPAC1 agonist qHTS, biochemical assay; response scale: 100% = response to 6.5 mM cAMP; Potency, µM (doses to about 154 µM), for inactives: top-dose activation, actives largely listed as activators; hit rate 0.073% among 360,000; AID 720707; note: nearly all actives have a fitted effect of over 60% in size
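EPAC1 100 nM, Rap1B–BODIPY-GDP 250 nM, unlabeled GDP 50 uM; compound titration; 5 min RT; kinetic read ex480/em540 at 5-min intervals ×30 min; data normalized to 6.5 mM cAMP agonist control.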
EPAC1 antagonist: EPAC1 (human) antagonism; O95398; EPAC1 GEF assay, Rap1b-BODIPY-GDP exchange fluorescence; Potency, µM (doses to about 115 µM), inactives show at the top dose activity change, negative = inhibition, most hits filed as inhibitors; hit rate 0.14% among 360,000;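 note: plate controls were vehicle for no effect and positive control for full effect; nearly all actives have a fitted effect of over 50% in size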
aSyn yeast inh: inhibitors of alpha-synuclein toxicity in yeast | Yeast expressing alpha-synuclein, growth rescue, BacTiter-Glo, 24 h | Potency, µM (top dose mostly 46.1 µM), for inactives: top-dose growth rescue (activation), actives largely listed as activators | hit rate 0.14% among 370,000; note: % of control where 0% means no effect; nearly all actives have a fitted effect of over 65% in size
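Screening used galactose-induced yeast with toxic alpha-synuclein levels, exposed to compound for 24 hr at 30 deg C. Cell growth, read with BacTiter-Glo luminescence, gave the measured signal.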
TDP-43 yeast inh: TDP-43 toxicity inhibition in yeast | TDP-43 expressing yeast growth rescue, BacTiter-Glo, 24 h | Potency, µM (titrated, usually from 46.1 µM), inactives show at the top dose growth rescue (activation), most hits filed as activators | hit rate 1.8% among 410,000 | AID 652104; note: % of control where 0% means no effect; nearly all actives have a fitted effect of over 50% in size
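Growth rescue of TDP-43-toxic yeast measured as ATP luminescence (BacTiter-Glo). Cells grown to mid-log in raffinose, induced in galactose at OD600=0.02, exposed to compound 24 hr at 30 deg C.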
EPAC2 antag: antagonists of human EPAC2. Q8WZA2. EPAC2 GEF exchange of Rap1B-BODIPY-GDP, fluorescence. Potency, µM (highest dose often 114 µM), inactives show top-dose activity, negative = inhibition, most hits filed as inhibitors. hit rate 0.18% among 360,000. AID 720708; note: % is set by controls: 0 for no effect and ±100 for the full control effect; nearly all actives have a fitted effect of over 45% in size; many of its hits are not listed in these tables
Target sequence (Q8WZA2 whole entry, looked up): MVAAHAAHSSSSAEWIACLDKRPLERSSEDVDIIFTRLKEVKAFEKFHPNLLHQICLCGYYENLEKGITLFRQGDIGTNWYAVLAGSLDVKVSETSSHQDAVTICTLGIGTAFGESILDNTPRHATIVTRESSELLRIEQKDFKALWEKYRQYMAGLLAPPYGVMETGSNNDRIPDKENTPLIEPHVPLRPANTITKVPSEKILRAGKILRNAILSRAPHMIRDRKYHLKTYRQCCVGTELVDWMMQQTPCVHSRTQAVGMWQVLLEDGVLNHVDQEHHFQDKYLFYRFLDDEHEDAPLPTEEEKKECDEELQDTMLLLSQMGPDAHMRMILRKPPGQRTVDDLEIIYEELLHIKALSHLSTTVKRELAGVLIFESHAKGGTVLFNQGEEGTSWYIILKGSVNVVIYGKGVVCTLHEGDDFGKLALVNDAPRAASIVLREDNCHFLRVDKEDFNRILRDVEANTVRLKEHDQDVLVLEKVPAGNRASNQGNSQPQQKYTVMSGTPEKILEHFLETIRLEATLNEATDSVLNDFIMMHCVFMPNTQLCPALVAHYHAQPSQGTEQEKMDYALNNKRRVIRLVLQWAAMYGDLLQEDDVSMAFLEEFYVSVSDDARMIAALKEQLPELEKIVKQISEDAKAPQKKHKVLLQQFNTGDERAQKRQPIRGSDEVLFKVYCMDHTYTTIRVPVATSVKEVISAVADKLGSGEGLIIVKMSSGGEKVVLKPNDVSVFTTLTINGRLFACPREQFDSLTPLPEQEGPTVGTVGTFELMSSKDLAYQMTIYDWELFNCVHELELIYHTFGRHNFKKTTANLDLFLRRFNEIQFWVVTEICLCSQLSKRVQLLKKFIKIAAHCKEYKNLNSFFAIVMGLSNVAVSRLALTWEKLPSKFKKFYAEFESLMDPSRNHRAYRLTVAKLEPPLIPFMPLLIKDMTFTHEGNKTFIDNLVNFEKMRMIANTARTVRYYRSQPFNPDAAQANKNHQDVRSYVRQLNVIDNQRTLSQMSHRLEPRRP
FUS yeast rescue: rescues growth of FUS-expressing yeast; S. cerevisiae FUS-expressing, growth rescue, OD600, 24 h; Potency, µM (top dose mostly 76.6 µM), inactives show top-dose growth rescue (activation), usual class: activators; hit rate 0.24% among 390,000;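 note: plate controls were DMSO vehicle for no effect and reference control for full effect; nearly all actives have a fitted effect of over 55% in size; some results filed as inactive show a strong effect at the top dose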
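Quantitative HTS measuring growth restoration of FUS-toxic yeast. Galactose-induced cells (OD 0.005) were exposed 24hr at 30C to compounds at several concentrations, then absorbance at 600 nm was recorded.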
PTHR1 ag: agonists of human PTHR1 parathyroid hormone receptor | HEK293 GP2 PTHR1 cells, GloSensor cAMP luminescence, 1 h | Potency, µM (top dose mostly 115 µM), without a hit: top-dose activation, actives largely listed as activators | hit rate 0.075% among 410,000; note: nearly all actives have a fitted effect of over 55% in size; some results filed as inactive show a strong effect at the top dose; inactives centre near -15; many of its hits are not listed in these tables
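HEK-293-derived GP2 cells expressing PTHR1 and a GloSensor cAMP reporter, 3,000/well, plated overnight, given luciferin plus IBMX (each 0.5 mM as added) for 1 h at 37 °C, then compound for 1 h at 37 °C. Luminescence was read after 15 min at room temperature.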
EPAC2 agonist: EPAC2 (human) agonism; Q8WZA2; EPAC2 activation, biochemical qHTS; response scale: 100% = 6.5 mM cAMP response; Potency, µM (titrated, usually from 154 µM), without a hit: at the highest dose activation, most hits filed as activators; hit rate 0.079% among 360,000; note: nearly all actives have a fitted effect of over 50% in size
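Exchange assay: 100 nM EPAC2 with 250 nM Rap1B-BODIPY-GDP and 50 uM GDP. Fluorescence (ex 480/em 540 nm) read every 5 min for 30 min at room temperature. Data normalized to 6.5 mM cAMP as agonist control.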
* marks the source's active call; other numbers are inactive results; i = inactive; ? = inconclusive; . = not tested or not shown; [ ] = remark or other dose. Calls come from the whole dose curve; as a rule, active = well fitted curve in the direction sought with a large enough effect; inconclusive = small, poorly fitted or top-dose-only effect, or another doubt; inactive = no such curve, though single readings can be large; an effect the other way counts as inactive or inconclusive. Potency is the fitted concentration of half-maximal effect.

The opening six records as a preview:
SMILES	EPAC1 agonist	EPAC1 antagonist	aSyn yeast inh	TDP-43 yeast inh	EPAC2 antag	FUS yeast rescue	PTHR1 ag	EPAC2 agonist
Cc1cc(NS(=O)(=O)c2ccc(NC(=O)c3ccc(Cl)cc3[N+](=O)[O-])cc2)no1	9%	-14%	0%	-5%	-1%	.	-21%	-10%
COc1cc(C(=O)N2c3ccccc3CC2C)cc(OC)c1OC (stereo not drawn)	-2%	0%	-8%	-1%	21%	?	-4%	15%
CCn1c(CNC(=O)C2CCCCC2)cc2cc(C)ccc21	7%	1%	-4%	-12%	0%	-6%	-16%	7%
O=C(CCC(=O)N1CCN(C2CCCC2)CC1)Nc1nnc(C(F)(F)F)s1	3%	0%	-3%	3%	5%	-4%	-2%[57.5 µM]	10%
C=CCOc1ccc(Br)cc1CNCC	-2%	9%	5%	2%	11%	-23%	i	0%
O=C(CSc1nnc(COc2ccc(Cl)cc2)o1)N1CCOCC1	-5%	-10%	7%	7%	9%	-9%	-10%	2%

The whole of this part, repeating the preview:
SMILES	EPAC1 agonist	EPAC1 antagonist	aSyn yeast inh	TDP-43 yeast inh	EPAC2 antag	FUS yeast rescue	PTHR1 ag	EPAC2 agonist
Cc1cc(NS(=O)(=O)c2ccc(NC(=O)c3ccc(Cl)cc3[N+](=O)[O-])cc2)no1	9%	-14%	0%	-5%	-1%	.	-21%	-10%
COc1cc(C(=O)N2c3ccccc3CC2C)cc(OC)c1OC (stereo not drawn)	-2%	0%	-8%	-1%	21%	?	-4%	15%
CCn1c(CNC(=O)C2CCCCC2)cc2cc(C)ccc21	7%	1%	-4%	-12%	0%	-6%	-16%	7%
O=C(CCC(=O)N1CCN(C2CCCC2)CC1)Nc1nnc(C(F)(F)F)s1	3%	0%	-3%	3%	5%	-4%	-2%[57.5 µM]	10%
C=CCOc1ccc(Br)cc1CNCC	-2%	9%	5%	2%	11%	-23%	i	0%
O=C(CSc1nnc(COc2ccc(Cl)cc2)o1)N1CCOCC1	-5%	-10%	7%	7%	9%	-9%	-10%	2%
COc1ccc(Oc2nc3ccccc3nc2C(F)(F)F)cc1	11%	-4%	14%	-11%	1%	-8%	-8%	5%
COC(=O)c1cc(CSc2ncnc3sccc23)oc1C	16%	1%	14%	?	-15%	6%	-28%	17%
CCOc1ccccc1C(=O)Nc1nnc(SCC(=O)N2CCOCC2)s1	-1%	8%	13%	0%	9%	8%	-1%	1%
O=C(O/N=C(\c1ccccc1)c1ccncc1)c1ccccc1F	-17%	-10%	?	?	17%	5%	i	4%
CCOc1cc(N2CCOCC2)c(OCC)cc1NC(=O)c1cc(S(=O)(=O)N2CCOCC2)ccc1F	0%	8%	6%	21%	-2%	.	i	-13%
COc1ccc(S(=O)(=O)N2CCCC2C(=O)Nc2ccc(C)cc2)cc1 (stereo not drawn)	12%	5%	-12%	?	-4%	22%	-2%	10%
O=C(NCc1ccccn1)Nc1ccc2c(c1)OCO2	3%	-1%	0%	-1%	-6%	-5%	-6%[57.5 µM]	2%
CC1=C(C(=O)OCc2ccccc2)C(c2ccco2)n2ncnc2N1 (stereo not drawn)	-8%	-29%	-1%	12%	-3%	?	-55%[inhibitor]	3%
CCOc1ccccc1/C=N/NC(=O)Cc1csc(Nc2cccc(C(F)(F)F)c2)n1	5%	-6%	17%	-2%	-15%	31%	0%[57.5 µM]	-12%
O=C(COc1ccccc1)Nc1ccccc1Cl	1%	-12%	1%	8%	4%[57.1 µM]	-13%	-10%	1%
CCCOc1ccc(N2C(=O)CC(N3CCN(c4ccccc4F)CC3)C2=O)cc1 (stereo not drawn)	-13%	13%	2%	-20%	2%	0%	5%[57.5 µM]	-2%
CN(C)S(=O)(=O)c1cc(C(=O)OCCn2cnc3c2c(=O)n(C)c(=O)n3C)ccc1Cl	3%	?	0%	11%	-1%	2%	-13%	16%
N/C(=N\OC(=O)c1ccccc1[N+](=O)[O-])c1cccnc1	-5%	5%	-12%	15%	10%	.	-1%	5%
CNC(=O)c1nc(C)n(-c2cc(Cl)ccc2Cl)n1	3%	-6%	-4%	-11%	5%	4%	i	7%
Cc1ccc(NC(=O)c2cc(=O)c3ccccc3o2)cc1S(=O)(=O)N1CCCCC1	4%	-1%	7%	6%	?	9%	-7%	0%
COc1cccc(-c2nc(SC)nc3sc(C(=O)NC(C)(C)C)c(N)c23)c1	16%	-20%	.	.	-26%	?	-10%	9%
Cc1cc(C)c(NC(=O)CNC(=O)c2ccc(-n3cncn3)c([N+](=O)[O-])c2)c(C)c1	-5%	2%	-4%	-20%	1%	11%	i	0%
O=C(O)c1ccccc1C(=O)Nc1ccc(S(=O)(=O)N2CCCC2)cc1	6%	11%	-3%	-2%	-13%	-38%	-60%[inhibitor]	12%
CCOC(=O)c1c(C)[nH]c(C(=O)COC(=O)c2ccc(O)cc2O)c1C	-3%	-7%	8%	12%	11%	-13%	-13%	14%
Cn1ncc2c(Nc3ccc(-c4ccccc4)cc3)ncnc21	6%	-1%	-1%	?	-5%	20%	-7%[57.5 µM]	11%
O=C(Nc1cccc(S(=O)(=O)NC2=NCCC2)c1)c1ccc(F)cc1F	-8%	-1%	-4%	6%	2%	0%	i	14%
OCCNCCNCc1ccccc1OCc1ccccc1	-5%	-19%	7%	10%	1%	-6%	i	4%
COc1ccc(NC(=O)CS(=O)(=O)c2ccc(C)cc2)c(OC)c1	-2%	?	2%	-2%	5%	11%	11%	5%
Cc1ccc(-c2csc(N3CCN(c4cc5c(cc4Cl)nc(-c4ccncc4)n5CCOCCO)CC3)n2)cc1	-5%	-13%	4%	26%	8%	?	-44%[inhibitor]	4%
COc1ccc(-c2nnn(CC(=O)N(c3cccc(O)c3)C(C)C(=O)NC3CCCC3)n2)cc1OC (stereo not drawn)	2%	-5%	1%	-3%	-6%	25%	-10%	8%
Cn1cc(S(=O)(=O)N2CCOCC2)cc1C(=O)NCc1ccccc1Cl	-1%	5%	22%	-8%	1%	-3%	i	8%
CC1CCN(c2ccc(C(=O)OCC(=O)NCCN3C(=O)CSC3=O)cc2[N+](=O)[O-])CC1	1%	-7%	13%	19%	-6%	30%	-36%[inhibitor]	1%
CC1CCCN(c2oc(-c3cccc4ccccc34)nc2C#N)C1 (stereo not drawn)	-2%	6%	3%	0%	5%	11%	i	3%
CC(C)OC(=O)c1nnn(-c2nonc2N)c1CN1CCc2ccccc2C1	-7%	-18%	6%	21%	-18%	.	i	-4%
CC(C)OC(=O)c1ccc(NCc2cc(O)ccc2O)cc1	-5%	6%	-8%	0%	-7%	.	-29%	2%
Cc1ccc(SCC(=O)c2c(C)nc3ccccn23)cc1	4%	-6%	-1%	-16%[0.397 µM]	-13%	10%	-90%[inhibitor]	2%
NNC(=O)c1oc2ccccc2c1-n1cccc1	-3%	-11%	12%	28%	-8%	1%	i	8%
CC(=O)N1NC(=Nc2ccccc2)SC1(C)C	1%	-28%	8%	?	-1%	5%	-34%[inhibitor]	-7%
O=C(CCC(=O)Nc1ccccc1Cl)NN=C1CCCC1	-15%	-28%	3%	2%	0%	-24%	-9%	7%
CCOC(=O)c1c(C)[nH]c(C(=O)OCC(=O)c2ccc3c(c2)NC(=O)CO3)c1C	-6%	-2%	-4%	22%	4%	11%	i	-5%
Cc1cc(=O)n2[nH]c(-c3ccc(C(C)(C)C)cc3)cc2n1	0%	-4%	2%	-9%	2%	43%	i	-5%
Nn1c(COc2cccc(Br)c2)nnc1SCC(=O)N1CCc2ccccc2C1	5%	-1%	6%	6%	4%	30%	-19%	5%
Cc1cc(C)n(-c2ccc(C(=O)OCC(=O)NC(c3ccccc3)c3ccccc3)cc2)n1	-6%	5%	0%	0%	-3%	.	i	-2%
C=CCC1NS(=O)(=O)OCC1NC(=O)OCC(Cl)(Cl)Cl (stereo not drawn)	4%	-7%	0%	18%	10%	-20%	i	14%
Cc1nn(Cc2ccccc2)c(C)c1CNC(=O)c1ccc(F)c(S(=O)(=O)N2CCOCC2)c1	3%	-14%	-2%	-5%	0%	16%	-39%[inhibitor]	9%
COc1ccc(-c2noc3c2-c2nc(C4CCCCC4)sc2CC3)cc1	-12%	7%	-6%	-5%	-2%	-8%	-10%	12%
CC1(NC(=O)Nc2cccc3ccccc23)CCS(=O)(=O)C1 (stereo not drawn)	5%	20%	1%	1%	-9%	21%	-15%	6%
O=C(NN1C(=O)c2ccc3c4c(ccc(c24)C1=O)CC3)c1ccc(Br)cc1	7%	8%	-3%	-14%	-8%	32%	-29%	6%
CCOC(=O)CC(NC(=O)Cc1ccc(F)cc1)c1ccccc1Cl (stereo not drawn)	5%	0%	-3%	19%	2%	-13%	i	3%

(more compounds)
SMILES	EPAC1 agonist	EPAC1 antagonist	aSyn yeast inh	TDP-43 yeast inh	EPAC2 antag	FUS yeast rescue	PTHR1 ag	EPAC2 agonist
CCc1ccc(NS(=O)(=O)c2ccc3c(c2)CCN3C(=O)CCC(=O)O)cc1	5%	-10%	-8%	-11%	-14%	15%	-77%[inhibitor]	0%
O=S(=O)(c1ccccc1)N1CCCN(S(=O)(=O)c2ccccc2)CC1	-4%	9%	9%	14%	-1%	-22%	-92%[inhibitor]	1%
COc1ccccc1N1CCN(C2CCCN(S(=O)(=O)c3cccc(Cl)c3)C2)CC1 (stereo not drawn)	8%	6%	-6%	7%	-1%	.	-59%[inhibitor]	10%
CCOc1ccc(NC(=O)CN(C)C(=O)c2ccc(-c3ccc(C(C)=O)cc3)o2)cc1OCC	2%	13%	2%	19%	-3%	19%	-25%	-13%
CN(CCCNC(=O)C1CCN(S(=O)(=O)N2CCC3(CC2)OCCO3)CC1)Cc1ccccc1	-3%	-1%	-1%	-14%	2%	-11%	-12%[57.5 µM]	5%
CCOC(=O)C1NN=C(C(=O)c2ccccc2)C1c1ccccc1 (stereo not drawn)	1%	-5%	10%	15%	-9%	.	-10%	0%
CCCN1CCC(=O)N([C@H](CSc2ccc(C)cc2)c2ccccc2)CC1	2%	-3%	2%	9%	-8%	16%	-21%	7%
CN(CC(=O)Nc1ccc(F)cc1)C(=O)C1CCN(S(=O)(=O)c2ccc3c(c2)OCCO3)CC1	6%	-6%	10%	-26%	-5%	-1%	-3%	-2%
CSc1nc2ccc(S(N)(=O)=O)cc2s1	9%	-17%	4%	-2%	-5%	-3%	-43%[inhibitor]	22%
O=C(CN(c1ccccc1)S(=O)(=O)c1ccc(F)cc1)N1CCCCCC1	6%	-25%	3%	11%	-2%	-1%	i	11%

High-throughput results from PubChem BioAssay.

A portion of the library, so the mix of outcomes need not match the whole.
